Yeast life ext: yeast lifespan extension; hit rate 0.68% among 130,000; AID 775; inhibition of the nicotinamide effect, % at 10 µM; S. cerevisiae growth with nicotinamide, OD615; deaD strain in restrictive glucose medium;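 active = inhibition above a set limit, placed 3 SD over the median of all compounds, cut at about 26% in these data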;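 note: 0% = nicotinamide-treated wells and 100% = cells grown without nicotinamide; some compounds called inactive have numbers as strong as hits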
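System: Modified budding yeast, DeaD strain | Buffer or medium: Restrictive glucose medium | Also added: 1.5 mM nicotinamide | Doses: 10 µM single point, 0.25% DMSO | Schedule: 48 h compound exposure at 30 °C, humidified | Detection: Absorbance at 615 nm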
GALR2 antag: GALR2 (human) receptor antagonism; O43603; GALR2-expressing cells, antagonist mode; inhibition, % at 4 µM; hit rate 0.39% among 140,000; AID 828; in the data active = inhibition above about 27%;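 note: cells stimulated with galanin 1-16 at roughly its EC80; 0% = agonist challenge control and 100% = basal control without agonist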
Target sequence (O43603 whole entry, looked up): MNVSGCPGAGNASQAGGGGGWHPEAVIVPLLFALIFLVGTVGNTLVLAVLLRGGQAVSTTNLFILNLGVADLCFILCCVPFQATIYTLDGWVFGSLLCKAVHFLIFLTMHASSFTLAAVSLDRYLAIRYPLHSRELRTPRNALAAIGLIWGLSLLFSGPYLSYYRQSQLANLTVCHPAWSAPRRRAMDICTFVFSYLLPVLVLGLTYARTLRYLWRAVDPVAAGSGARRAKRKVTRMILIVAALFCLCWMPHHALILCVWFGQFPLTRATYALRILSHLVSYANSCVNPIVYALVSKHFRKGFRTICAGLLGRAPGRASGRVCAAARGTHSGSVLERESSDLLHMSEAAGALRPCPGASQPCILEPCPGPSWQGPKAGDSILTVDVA
HCT116 bCat-KO: beta-catenin-lacking colon tumor cell growth suppression | HCT116 beta-catenin knockout viability, CellTiter-Glo, 60 h; stronger effect = lower value | viability, % at 10 µM | hit rate 1.5% among 140,000 | AID 818;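 active = viability at or under a set limit, the compound median less 4 SD, cut at about 6% in these data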;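 note: 0% = Hyamine 1622 control at 20 µM and 100% = untreated cell control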
HCT116 PTEN-null: suppresses growth of cells with PTEN deletion; HCT116 PTEN-null viability, CellTiter-Glo, 60 h; stronger effect = lower value; viability, % at 10 µM; hit rate 1.2% among 140,000; AID 827;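 active = viability at or below a set limit, 4 SD under the median of all tested compounds, cut at about 3.7% in these data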;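 note: PTEN knockout HCT116 line with beta catenin targeted HCT116 as companion control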
E-sel TNF inh: blocks E-selectin expression induced by TNF alpha | inhibition, % at 2 µM | HUVEC TNFa-induced E-selectin immunofluorescence, high content | hit rate 0.71% among 120,000;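 active = inhibition above the batch mean plus 3 SD, and confirmed as a hit on visual image review, cut at about 43% in these data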;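 note: 0% = TNF-stimulated DMSO wells and 100% = unstimulated control wells; not every result past the cut was called active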
Phagocytosis inh: blocks phagocytosis by macrophages. J774A.1 macrophage IgG-bead phagocytosis, imaging. inhibition, % at 5 µM. hit rate 0.07% among 110,000. AID 1029;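 active = inhibition above the mean of the plate negative controls plus 5 SD, cut at about 13% in these data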;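 note: phagocytic index as fraction of beads internalized from green versus red external bead signal; plate controls were DMSO negative control for no effect and cytochalasin-D positive control for full effect; some results beyond the cut were filed as inactive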
Yeast growth inh: chemicals that inhibit yeast BB579 growth in restrictive medium (lifespan-shortening candidates). S. cerevisiae BB579 growth, OD615, 48 h. inhibition, % at 10 µM. AID 804. hit rate 0.51% among 140,000;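 active = inhibition above a set limit, 3 SD over the mean compound inhibition, cut at about 44% in these data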; note: inactives centre near -24
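controls = amphotericin B 10 µg/mL, positive | assay system = DeaD yeast strain BB579 | schedule = 48 h compound exposure at 30 °C after 4 h preincubation | detection = OD615 turbidity measurement | medium = restrictive CSMM-D medium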
NPY-Y2 antag: blocks the human neuropeptide Y Y2 receptor. P49146. NPY-Y2 expressing cells, antagonist mode. inhibition, % at 2.7 µM. hit rate 0.99% among 140,000; in the data active = inhibition above about 17%;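 note: 0% = vehicle with agonist challenge and 100% = reference antagonist with challenge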
Target sequence (P49146 whole entry, looked up): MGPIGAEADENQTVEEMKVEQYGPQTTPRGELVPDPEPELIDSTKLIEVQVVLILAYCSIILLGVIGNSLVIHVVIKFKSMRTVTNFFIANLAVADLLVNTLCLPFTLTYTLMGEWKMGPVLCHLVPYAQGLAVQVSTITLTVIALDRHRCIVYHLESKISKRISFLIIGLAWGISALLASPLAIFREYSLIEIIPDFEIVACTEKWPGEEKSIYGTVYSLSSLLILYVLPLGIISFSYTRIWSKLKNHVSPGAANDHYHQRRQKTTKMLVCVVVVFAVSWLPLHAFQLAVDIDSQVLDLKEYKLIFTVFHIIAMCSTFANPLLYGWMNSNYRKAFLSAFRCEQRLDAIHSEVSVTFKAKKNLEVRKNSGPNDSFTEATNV
MRP1 act: MRP-1 activation; H69AR cells + doxorubicin, viability rescue, CellTiter-Glo; viability increase, % at 10 µM; hit rate 0.61% among 140,000;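 active = viability gain under doxorubicin at or above a set limit, the compound median plus 3 SD, cut at about 4.7% in these data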;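 note: MRP-1 overexpressing cells given doxorubicin 25 µM after compound pretreatment; 18-22 h compound pretreatment then 72 h with doxorubicin before readout; 0% = doxorubicin-only wells and 100% = vehicle-treated cells without doxorubicin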
Measles CPE: protection of cells from measles virus; Measles virus-infected cells, CPE protection, absorbance; protection (pct of control), % at 4 µM; hit rate 1.5% among 140,000; AID 841; in the data active = protection mostly above about 24%, no sharp cut-off; inactive = mostly below about 26%; note: some compounds called inactive have numbers as strong as hits
Starred values were filed as active, the others as inactive; / = no result given.

Each structure is followed by: Yeast growth inh	Measles CPE	Yeast life ext	GALR2 antag	MRP1 act	NPY-Y2 antag	E-sel TNF inh	Phagocytosis inh	HCT116 PTEN-null	HCT116 bCat-KO
N#CCCN1CCN(S(=O)(=O)c2ccc3c(c2)OCCCO3)CC1
→ -32	6	-3	-5	-2.9	0	10	-1	91	91
O=C(COC(=O)C1CC1)Nc1ccc(N=Nc2ccccc2)cc1
→ -14	2	-2	-4	-4.5	-1	-12	-2	85	94
Cc1oc(-c2ccccc2Cl)nc1CSCC(=O)O
→ -31	3	-6	0	-1.2	5	/	0	97	84
O=C(COc1ccc(Cl)cc1Cl)N1CCCN(C(=O)COc2ccc(Cl)cc2Cl)CC1
→ -87	3	-10	5	-2.7	-2	-3	1	81	81
Cc1[nH]c2ccccc2c1C(=O)CN1CCC(C)CC1
→ 9	13	-31	-2	-3.7	4	28	0	71	69
O=C1c2ccccc2C(=O)N1CCCC(=O)N1CCc2ccccc21
→ -70	7	-9	0	-0.1	6	8	0	120	105
CCOC(=O)N1CCN(c2nc3c(c(=O)[nH]c(=O)n3C)n2Cc2ccccc2Cl)CC1
→ -15	4	-15	-2	-3.0	1	-5	1	98	97
CCN1C(=O)C(CC(=O)NC)N(NC(=O)c2ccccc2)C1=S (centres undefined)
→ -11	13	3	5	-1.3	3	/	4	98	86
CCOC(=O)N1CCN(Cc2ccc(F)cc2F)CC1
→ -16	4	-11	-4	-1.1	3	-7	/	94	100
CCCC(=O)N1CCN(c2ccc(NC(=O)c3ccc(Br)o3)cc2)CC1
→ -29	2	-15	7	-1.9	-1	3	8	110	92
CCOC(=O)Cc1csc(Nc2c(C)n(C)n(-c3ccccc3)c2=O)n1
→ -33	23	-8	2	-2.3	-1	26	-2	95	98
COc1ccc(Cn2c(-c3ccccc3)nc3c(c(=O)c4ccccc4n3C)c2=O)cc1
→ -5	8	4	0	0.1	4	-7	-6	69	77
CCOc1ccc2nc(NC(=O)COC)sc2c1
→ -6	19	-9	1	-1.3	1	6	-3	91	98
CC1=C(C(=O)N2CCCCC2)C2(CCC(C)CC2)OC1=O (centres undefined)
→ -3	17	-5	-4	-2.4	2	/	1	103	90
COCC(C)NC(=O)Cc1ccc(F)cc1 (centres undefined)
→ -13	9	-5	7	-0.8	6	14	-8	94	90
CC(=O)NCCn1ccc2ccccc21
→ -40	5	-15	7	-1.4	3	-3	-4	98	100
COc1ccc(-c2nc(-c3ccccc3)c(-c3cc([N+](=O)[O-])ccc3C)[nH]2)cc1O
→ -74	7	-14	-3	-3.1	0	-17	/	72	68
O=C(Nc1ccccc1C(=O)NCc1cccnc1)c1ccc(Cl)cc1Cl
→ 14	3	-4	8	-1.9	1	/	-3	94	95
CCn1c(SCc2nnc(-c3ccccc3)o2)nnc1-c1ccc(S(=O)(=O)N2CCCC2)cc1
→ -10	55*	-4	6	2.6	5	10	-1	87	89
O=C(COC(=O)/C=C/c1ccc2c(c1)OCO2)NC1CC1
→ -37	26*	1	-2	-2.6	8	/	-2	102	90
CC(Sc1ccccn1)C(=O)Nc1ccccc1 (centres undefined)
→ -20	1	-5	-7	-3.2	0	35	0	96	91
O=C(/C=C/c1ccccc1Cl)NCCc1ccc(F)cc1
→ -20	7	-8	4	1.4	9	1	-3	91	93
COc1ccc(N2Cc3ccccc3C2=NC(=O)c2cccc([N+](=O)[O-])c2)cc1
→ -48	3	3	4	-2.5	3	/	-8	97	93
Cc1ccc(C2NC(c3ccc(C)cc3)C(C)C(=NO)C2C)cc1 (centres undefined)
→ -44	2	18	-2	-1.7	3	-25	/	71	59
C=CCNc1sc(C(=O)c2ccc(Br)s2)c(N)c1C#N
→ -33	3	5	-16	0.6	2	/	0	80	88
COc1ccc(C2C(C(=O)NCCN3CCOCC3)c3ccccc3C(=O)N2C)cc1OC (centres undefined)
→ -17	7	-3	4	-3.4	10	/	-2	93	87
CCNc1nc(NC#N)nc(SCC(=O)OCC)n1
→ -15	4	-21	6	-2.0	2	8	-1	88	99
COc1cc(Br)c(C(C)NC(=O)c2cccc(Br)c2)cc1OC (centres undefined)
→ -20	22	-13	10	-2.9	0	4	6	78	80
Cc1nc(-c2cccc(N)c2)cs1
→ -24	6	-11	2	-0.4	5	/	0	111	96
COc1ccc(CCNC(=O)CN2CCC(C)CC2)cc1OC
→ -20	32*	14	-10	-0.5	3	-24	0	108	109
COc1ccc(OC(=O)c2cnn(-c3ccccc3)c2C)cc1
→ -13	7	-13	-4	-2.2	4	-24	/	76	90
COc1ccc(NC(=O)C(=O)NCc2ccncc2)c(OC)c1
→ -37	6	-25	6	-0.6	0	/	0	100	96
C=CCNCCCOc1ccc(C)cc1Br
→ -13	21	8	3	-3.1	5	/	-7	93	91
CCCc1cc(C(=O)Nc2sc3c(c2C#N)CCC3)no1
→ -9	4	8	4	-1.4	4	/	0	81	95
Cn1c(SCCOc2ccc(Cl)cc2)nnc1-c1ccncc1
→ -5	7	-15	-1	-1.1	4	-30	-1	89	92
O=C(c1cc(=O)c2ccccc2o1)N1CCCc2ccccc21
→ 5	4	-10	-1	-0.7	-2	-5	-1	101	102
O=C(NC(=S)Nc1cc(C(F)(F)F)ccc1N1CCOCC1)c1sc2ccccc2c1Cl
→ -31	15	0	2	-2.4	5	/	/	82	93
CC(C)OC(=O)c1cccc(-c2ccc(C=O)o2)c1
→ -25	3	-1	1	-1.0	1	/	1	99	97
COc1ccc(CCNC(=O)c2cnc3scc(C)n3c2=O)cc1OC
→ -10	22	-6	1	-0.7	11	/	/	101	91
Cc1ccc(-c2ccc(S(=O)(=O)N3CCN(C)CC3)cc2)cc1
→ -20	9	-8	7	-4.2	5	-4	1	76	70
O=C1CC(N2CCCc3ccccc32)C(=O)N1c1ccccc1 (centres undefined)
→ -9	7	0	-5	0.0	1	/	-1	102	89
CC(=O)N1[C@H](Cc2ccccc2)C=C[C@]1(C)C(=O)NCc1ccc(C)o1
→ -24	9	6	4	-2.8	4	-25	/	69	78
O=C(c1ccc(S(=O)(=O)N2CCOCC2)cc1)N(c1ccc(F)cc1)C1C=CS(=O)(=O)C1 (centres undefined)
→ -44	23	2	-4	-0.2	2	-16	0	103	96
CC(=O)c1coc2ccc(OCC(=O)O)cc12
→ -28	2	-3	-5	-1.9	3	-15	/	97	94
Cc1c(NC(=O)c2cc(-c3ccc(Cl)s3)nc3ccccc23)c(=O)n(-c2ccccc2)n1C
→ -57	16	-5	-7	-3.3	9	-21	-3	65	72
O=C(c1cnccn1)N1CCN(C/C=C/c2ccccc2)CC1
→ 5	6	-11	2	-2.7	1	6	-1	97	89
COc1cc2c(cc1NC(=O)c1cccc(S(=O)(=O)N(C)C)c1)oc1ccccc12
→ -47	2	-2	-11	-0.6	7	-3	2	73	76
O=C(c1ccc(C#CC2(O)CCCCC2)cc1)N1CCN(C(c2ccccc2)c2ccccc2)CC1
→ -26	18	-4	4	-3.9	0	-8	-1	27	59
Fc1ccccc1-c1nc(N2CCCCC2)c2ccccc2n1
→ -47	11	-8	0	-0.5	1	-28	-10	74	83
CCOC(=O)N1CCN(C(=O)CCn2nc(-c3ccccc3)ccc2=O)CC1
→ -34	13	1	11	-2.8	3	6	-1	105	97
CCOC(=O)CCn1c2nc(C)cc(C)c2c(=O)n1-c1ccccc1
→ -23	16	-2	-1	-1.0	0	/	0	82	89
CCOC(=O)C(C)Oc1ccc(C2NC(=O)NC(C)=C2C(C)=O)cc1Br (centres undefined)
→ -47	12	-3	-9	-1.8	2	15	-1	96	89
CCCc1nnc(-c2ccc(OC)cc2)o1
→ -8	13	-6	-1	-0.1	3	18	-4	99	99
Cc1nc(N2C(=O)C(=O)/C(=C(/O)c3ccccc3)C2c2ccco2)sc1C (centres undefined)
→ -9	14	12	8	-1.7	2	7	-3	103	97
CCn1c(CNc2ccc(F)cc2)nnc1SCCN1CCCCC1
→ -41	0	20	-3	-1.0	2	/	-1	102	90
O=C(NCCCn1ccnc1)c1cc2ccccc2oc1=O
→ -25	9	7	20	-1.5	0	/	-6	100	96
O=C(CSc1nnc(-c2ccc(Cl)cc2Cl)n1C1CCCCC1)NC1CCS(=O)(=O)C1 (centres undefined)
→ -36	8	-14	-1	-1.6	0	-7	/	73	87
Cc1c(C(=O)N2CCCC2)sc(NC(=O)c2cccs2)c1C#N
→ -10	1	-12	4	-0.3	2	-14	-2	101	105
CC(NC(=S)Nc1ccc(Cl)cc1)C(c1ccccc1)N1CCOCC1 (centres undefined)
→ 1	22	0	5	-3.6	4	/	-7	57	61
COc1ccc(OCc2nn3c(Cn4cnc5ccccc54)nnc3s2)cc1
→ -42	9	0	-3	-2.0	0	/	-1	78	88

Following part.
Each structure is followed by: Yeast growth inh	Measles CPE	Yeast life ext	GALR2 antag	MRP1 act	NPY-Y2 antag	E-sel TNF inh	Phagocytosis inh	HCT116 PTEN-null	HCT116 bCat-KO
Cn1c(=O)cc(SCC(=O)NCCN2CCN(c3ccccc3F)CC2)c2cc(Cl)ccc21
→ -40	4	-26	-2	-2.2	2	-4	/	92	90
O=C(Nc1ccc(-c2nnco2)cc1)c1ccccc1
→ -25	18	-37	-8	1.9	1	-14	1	88	95
COC(=O)c1ccccc1Sc1c(/C=N/OCc2ccc(Cl)cc2)c(C(F)(F)F)nn1C
→ -35	5	8	-13	1.3	0	7	/	60	55
CCc1c(C)nc(N2CCOCC2)[nH]c1=O
→ -3	3	2	16	-1.1	4	/	1	114	104
O=C(O)C1CCCCC1C(=O)NCCCCc1ccccc1 (centres undefined)
→ -8	27	-5	14	-1.5	0	-7	0	92	102
Cc1cc(C)nc(SCSc2nc(C)cc(C)n2)n1
→ -21	14	-7	7	-2.4	9	11	-1	83	82
Cc1ccc(CNc2nc3ccc(C)cc3n3cnnc23)cc1
→ -4	3	-13	20	2.1	2	6	/	94	97
Cc1ccc2c(C(=O)CN3CCCC3)c(C)[nH]c2c1
→ -23	19	-10	3	-3.8	2	/	0	79	89
CCCCN(C(=O)CSc1cc(C)c2ccc(OC)cc2n1)c1c(N)n(Cc2ccccc2)c(=O)[nH]c1=O
→ -24	6	1	-14	-0.5	7	/	-9	82	82
CCNc1nc(Sc2ccc(C)cc2)cc(C(F)(F)F)n1
→ -40	6	-15	-3	-3.9	1	-25	/	46	76
CCc1nnc(NC(=O)c2cc3ccccc3oc2=O)s1
→ -23	8	-19	1	-4.5	-1	17	-1	89	92
COc1ccc(/C=C2/SC(=S)N(n3c(C)ccc3C)C2=O)cc1
→ -63	13	-2	-5	-0.1	5	5	-1	87	85
CCOc1cc(NC(=S)NCC2CCCO2)c(OCC)cc1NC(=O)c1ccccc1C (centres undefined)
→ -5	8	-18	8	-0.4	1	29	/	103	104
Cc1nn(C)c(C(=O)NCc2ccc(Cl)cc2)c1Cl
→ -23	10	-3	24	0.6	4	/	-12	50	45
